# Source: PubChem BioAssay (The Scripps Research Institute Molecular Screening Center)
# OXTR ag = activates the human oxytocin receptor; P30559; CHO-OTR cells, Fluo-8 calcium fluorescence; normalized: DMSO 0%, oxytocin 100%; activation, % at 3 µM; actives 0.32% (n = 320,000); AID 2435;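 active = activation above the mean of all tested compounds plus 3 SD, cutoff set per screening run, cut at about 20% in these data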;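 note: peak over basal fluorescence ratio from a 100 s FLIPR kinetic read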
# M1 PAM = potentiates human M1 receptor response to acetylcholine; P11229; CHO-K1 hM1, Fluo-8 calcium fluorescence, ACh EC20; 0% = ACh EC20, 100% = maximal ACh; activation, % at 3 µM; actives 0.088% (n = 360,000); in the data active = activation above about 19%, passing the limit was not always enough
# Target sequence (P11229 whole entry, looked up): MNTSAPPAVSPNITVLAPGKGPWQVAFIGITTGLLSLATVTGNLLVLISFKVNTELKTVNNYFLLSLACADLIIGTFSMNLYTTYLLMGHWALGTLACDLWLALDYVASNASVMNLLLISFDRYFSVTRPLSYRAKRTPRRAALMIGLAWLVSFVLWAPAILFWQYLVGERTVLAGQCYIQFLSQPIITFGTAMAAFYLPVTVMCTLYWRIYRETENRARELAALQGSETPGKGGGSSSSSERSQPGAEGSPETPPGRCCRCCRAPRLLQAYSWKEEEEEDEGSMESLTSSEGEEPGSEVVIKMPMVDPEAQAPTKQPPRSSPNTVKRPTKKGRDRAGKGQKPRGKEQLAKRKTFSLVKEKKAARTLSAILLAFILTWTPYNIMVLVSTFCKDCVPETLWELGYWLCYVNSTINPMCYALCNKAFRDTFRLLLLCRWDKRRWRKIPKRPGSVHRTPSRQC
# CHRM1 antagonist = human CHRM1 antagonism | actives 1.3% (n = 360,000) | CHO-K1 hM1, Fluo-8 calcium fluorescence, ACh EC80 antagonist | P11229 | AID 588852 | inhibition, % at 3 µM;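 active = percent inhibition above its own plate's cutoff, namely the mean of that plate's compound wells plus 3 SD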;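 note: peak over basal fluorescence ratio during 140 s after agonist addition; 0% = ACh EC80 plus DMSO and 100% = DMSO alone without agonist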
# V1R ag counter = counter-screen for oxytocin receptor agonists: human V1a receptor agonists; P37288; CHO-V1R cells, Fluo-8 calcium fluorescence, agonist mode; 0% DMSO, 100% 3 nM vasopressin; activation, % at 3 µM; actives 0.25% (n = 320,000); AID 2797;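 active = activation above the mean activation of all tested compounds plus 3 SD, per screening run, cut at about 20% in these data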;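 note: signal is peak over basal fluorescence ratio across a 100 second FLIPR read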
# TAAR1 antag = human TAAR1 antagonism. Q96RJ0. CHO RD-HGA16 TAAR1, Fluo-8 calcium fluorescence, antagonist. inhibition, % at 3 µM. actives 1.5% (n = 360,000). AID 624466;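 active = inhibition above a per-plate cutoff, the mean inhibition of test compounds on that plate plus 3 SD, cut at about 49% in these data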;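 note: 0% = DMSO plus EC80 beta-PEA response and 100% = DMSO alone without agonist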
# Target sequence (Q96RJ0 whole entry, looked up): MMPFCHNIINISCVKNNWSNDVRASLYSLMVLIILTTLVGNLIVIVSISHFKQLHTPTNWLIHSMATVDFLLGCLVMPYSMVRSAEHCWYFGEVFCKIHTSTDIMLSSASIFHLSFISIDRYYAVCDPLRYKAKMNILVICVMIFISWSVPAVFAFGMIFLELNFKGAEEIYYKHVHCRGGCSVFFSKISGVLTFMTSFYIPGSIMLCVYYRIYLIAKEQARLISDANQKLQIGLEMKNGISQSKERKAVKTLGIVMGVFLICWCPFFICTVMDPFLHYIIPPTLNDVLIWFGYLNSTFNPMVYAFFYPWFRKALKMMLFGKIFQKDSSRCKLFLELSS
#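 System: RD-HGA16 CHO cells with stable hTAAR1 and Gα16 | Probe or stimulus: EC80 β-phenethylamine stimulus | Dosing: 3 µM, single point | Times: Dye loading 75 min at 37 °C, then 30 min room temperature | Measured by: Fluo-8 calcium-sensitive fluorescence | Read-out basis: % inhibition of agonist calcium response | Replicates: n of 1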
# OXTR potentiator = potentiators of human oxytocin receptor; P30559; activation, % at 3 µM; CHO-OTR cells, Fluo-8 calcium fluorescence, potentiator mode; 0% = oxytocin EC15, 100% = EC100; actives 0.061% (n = 320,000);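 active = activation above that plate's cutoff, the mean activation of tested compounds plus 3 SD, cut at about 6.6% in these data, passing the limit was not always enough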;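 note: 100% uses oxytocin at 75 nM as the full agonist control; some results filed as inactive read as strong as hits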
#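 Assay system: CHO cell line stably expressing human OTR | Also added: Oxytocin at about EC15, sub-maximal agonist stimulus | Times: Compound 6 min at room temperature before oxytocin, 100 s read | Measured by: Fluo-8 intracellular calcium fluorescence, ex 470-495, em 515-575 nm | Controls: EC15 oxytocin alone as 0%, 75 nM oxytocin as 100%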
# CHRM1 agonist = activates human CHRM1 receptor; CHO-K1 hM1, Fluo-8 calcium fluorescence, agonist mode; 0% DMSO, 100% acetylcholine EC100; AID 588814; actives 0.33% (n = 360,000); activation, % at 3 µM; P11229;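 active = activation above the run's mean compound activation plus 3 SD, cut at about 16% in these data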;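 note: peak over basal fluorescence ratio within a 140 s kinetic read after compound addition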
# TAAR1 agonist = agonists of human TAAR1; CHO RD-HGA16 TAAR1, Fluo-8 calcium fluorescence; vehicle wells 0%, saturating PEA agonist 100%; activation, % at 3 µM; actives 0.99% (n = 360,000);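 active = activation above the mean activation of all test compounds in the run plus 3 SD, cut at about 38% in these data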
#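 Test system: RD-HGA16 (CHO) cells co-expressing Gα16 and hTAAR1; dosing: one-point dosing at 3 µM (nominal); timing: 17-24 h seeding, 75 min 37 °C dye, 30 min RT; signal: kinetic Fluo-8 calcium fluorescence; read-out basis: % activation relative to PEA EC100 response; controls: DMSO and PEA EC100; replicates: n 1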
# CHO parental Ca = signal in parental CHO cells, OX1R antagonist counter-screen; actives 0.63% (n = 330,000); parental CHO-K1, ATP-induced calcium, Fluo-8 fluorescence; inhibition, % at 5.6 µM;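 active = inhibition above that plate's mean sample inhibition plus 3 SD, cut at about 26% in these data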;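 note: 0% = ATP-challenged DMSO wells and 100% = DMSO wells without ATP; some compounds past the cut are filed as inactive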
#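 Material – parental CHO cells · Reagent – ATP stimulus · Compound – single nominal dose of 5.6 µM per compound · Detection – Fluo-8 fluorescence · Read-out basis – percent inhibition of calcium signal · Controls – ATP-challenged DMSO wells low, unchallenged DMSO wells high · Repeats – no replicates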
# * hit, by the source's call; nt = not tested or not shown.
SMILES	OXTR potentiator	M1 PAM	TAAR1 antag	CHO parental Ca	V1R ag counter	OXTR ag	CHRM1 agonist	CHRM1 antagonist	TAAR1 agonist
CSCCC(NS(=O)(=O)c1ccc(Br)cc1)C(=O)OCC(=O)NC1CC1 (stereo not given)	-0.4	4.1	15.1	-19.6	0.1	1.8	0.0	-3.6	1.8
CC1=Nc2ccc(C)cc2N(Cc2ccccc2)C(=O)C1	-1.8	1.5	3.7	-24.7	-1.4	-1.1	-7.6	-2.5	-2.5
COc1ccc(CNC(=O)COC(=O)/C=C/c2ccc(Cl)cc2)cc1	-5.4	8.8	-17.9	2.3	0.1	2.1	-0.7	0.0	-0.3
COc1cc(CCC(=O)NCCc2ccc(F)cc2)cc(OC)c1OC	-7.7	10.9	-5.9	-2.4	-0.6	-0.3	-0.1	-2.4	-0.2
C=CCN(C(=O)c1ccccn1)C(C(=O)NCc1ccccc1)c1ccccc1F (stereo not given)	5.8	8.6	18.3	-3.2	0.0	-0.3	0.4	-9.1	3.5
CC(=O)c1ccc(N2CCN(CC(=O)Nc3ccc(N4CCOCC4)cc3)CC2)cc1	-10.1	nt	nt	-3.0	0.1	0.3	nt	nt	nt
Cc1ccc2c(c1)N(CC(=O)N(Cc1ccccn1)Cc1ccco1)C(=O)C(C(C)C)O2 (stereo not given)	-16.8	2.8	5.8	-18.1	-1.3	-3.2	-3.0	-7.2	7.0
Cc1ccc(C(=O)CSc2nnnn2C(C)C)c(C)c1	-15.7	9.3	-15.5	-11.1	1.0	-1.2	-0.5	-13.5	5.6
Cc1ccc(-c2nc(N)n(S(=O)(=O)c3ccc(C)cc3)n2)cc1	-10.7	-2.3	8.4	-23.1	0.4	-1.6	-6.9	3.6	17.1
COc1ccc(NC(=O)N(C)C[C@H]2Oc3c(NS(=O)(=O)c4ccc(OC)cc4)cccc3C(=O)N([C@H](C)CO)C[C@@H]2C)cc1	-6.4	10.3	3.6	-18.1	1.2	-0.6	-3.2	-8.0	6.4
COc1cc(NC(=O)C2CCCCC2)c(OC)cc1NC(=O)CN1CCCCC1	-2.5	4.0	10.8	-28.2	-0.8	-1.7	-4.9	-10.5	0.8
O=C(Cn1c2ccccc2c(=O)c2ccccc21)N/N=C/c1cc([N+](=O)[O-])ccc1N1CCCCC1	-2.4	4.4	2.2	-8.8	-0.6	-0.4	-2.6	1.4	2.2
Nc1ncnc(Oc2cccc(C(F)(F)F)c2)c1[N+](=O)[O-]	-0.2	9.4	-23.5	5.8	0.2	-0.9	-6.9	-10.4	-2.1
O=C(c1ccc(CS(=O)(=O)c2c(Cl)cccc2Cl)o1)N1CCN(c2ccccn2)CC1	-2.1	-18.8	23.0	-7.5	1.5	0.9	-6.7	17.9	10.1
Cc1cc(NC(=O)CN2CCN(Cc3ccccc3)CC2)nc2c1c(=O)oc1ccccc12	1.1	nt	nt	-7.6	0.1	-0.1	nt	nt	nt
O=S(=O)(/C=C/c1ccccc1)Nc1cccc(S(=O)(=O)NC2=NCCC2)c1	-4.0	12.6	-8.9	-5.0	3.1	0.8	-8.2	-10.1	1.6
COc1ccccc1N1C(=O)CC(N2CCN(c3ccc([N+](=O)[O-])cc3)CC2)C1=O (stereo not given)	-3.5	-0.1	4.3	-7.3	4.5	5.0	-1.9	-9.0	2.8
CC(=O)[C@@H]1[C@@H]2C(=O)N(c3ccc(F)c(Cl)c3)C(=O)[C@@H]2C2c3ccccc3C=CN21 (stereo not given in full)	-17.1	nt	-15.7	-13.3	2.3	0.4	nt	nt	5.8
CCCC(=O)Nc1nnc(S(=O)(=O)N2CCCC2)s1	-3.8	4.8	-11.7	-6.0	0.5	-0.4	-8.0	-2.5	1.5
Cc1ccccc1S(=O)(=O)NC(=O)C1(C)CCN1C(=O)C1(c2ccccc2)CCCC1 (stereo not given)	nt	-1.9	2.4	nt	nt	nt	0.1	4.5	-1.9
Cc1cccn2cc(-c3cc4ccccc4oc3=O)nc12	-4.7	-1.6	-19.4	1.4	0.4	0.4	-2.6	2.3	0.1
CCOc1ccc(NC(=O)CCc2c(C)nn(-c3ccc(N4CCCCC4)nn3)c2C)cc1	-2.7	0.3	-24.2	-30.7	2.5	-0.7	-3.5	-10.1	3.3
O=C(CSc1ccccn1)N1CCOCC1	-5.9	13.3	-3.8	-5.9	-0.8	0.1	-7.5	-15.9	0.9
CC(C)c1ccc(NC(=O)c2sccc2-n2cccc2)cc1	-2.7	3.2	4.9	-18.6	0.1	0.5	-8.3	-12.8	6.1
CCCCCCCNC(=O)c1ccc(N2CCC3(CC2)OCCO3)c([N+](=O)[O-])c1	-8.7	-15.9	30.2	-17.5	1.0	-1.0	-11.8	8.8	0.6
CC1CC(C)CN(C(=O)CNC(=O)c2ccc3ccccc3c2)C1 (stereo not given)	-0.8	9.9	-12.7	-10.2	2.9	0.7	-0.7	-15.4	0.7
CCOc1cc(CNC(C)C)c(Cl)cc1OCC(=O)NCCc1ccccc1	-2.3	-0.1	16.9	-27.7	2.5	1.5	-5.5	3.3	3.1
Cc1c(NC(=O)CSCc2ccccc2)cccc1C(=O)O	1.7	12.2	-2.3	-6.1	0.5	-0.4	-4.5	-11.7	3.5
CN(C)c1cccc(NC(=O)C2Cc3c(-c4ccccc4Oc4ccccc4)ccnc3O2)c1 (stereo not given)	nt	2.7	-7.3	nt	nt	nt	-1.7	0.8	-1.1
CC(C)(C)N(Cc1ccccc1)C(=O)COC(=O)c1ccccc1SCC(=O)N1CCCC1	-3.9	-1.7	61.2*	-8.6	1.1	-1.4	3.2	-0.8	6.2
Cc1n[nH]c(C)c1CCNCc1ccc(OCC(O)CN2CCCCC2)cc1 (stereo not given)	-11.7	-8.0	7.9	-1.6	-0.3	-0.1	-15.1	5.1	7.8
COc1ccc(Cl)cc1-n1c(C)cc(C=O)c1C	-18.0	-0.3	9.4	-18.7	-0.6	-1.5	-3.5	-2.2	14.2
CC(C)C(=O)N1CCN(c2ccc(NC(=O)c3ccc(Br)o3)cc2)CC1	-7.9	-4.0	10.3	-5.5	1.8	-0.5	-0.6	4.6	8.0
Cc1ccc(C)c(NC(=O)Cn2nnc(-c3ccc(N4CCOCC4)cc3)n2)c1	-4.8	-0.9	-4.1	-12.7	0.0	0.9	-3.3	5.0	4.9
O=C(CN1CCCCC1)NNC(=O)c1ccc([N+](=O)[O-])cc1	-2.6	-1.3	0.1	0.7	0.7	0.2	-3.7	7.6	1.2
COc1ccc(-c2cc3nc(NCCN4CCCC4)n(C)c(=O)c3s2)cc1OC	nt	4.6	-9.2	nt	nt	nt	-4.4	-8.3	0.1
CCN(CC)CCOC(=O)c1ccc(NC(=O)COc2cc(=O)n(CC)c3ccccc23)cc1	0.3	-0.1	-0.9	11.2	-0.9	-1.2	-5.9	-1.6	12.5
COc1ccc(CCCc2nnc(SCc3nc4ccccc4c(=O)[nH]3)n2C)c(C)c1	-5.4	-4.9	-25.3	-2.5	0.2	0.0	-4.0	18.6	1.2
Cc1ccccc1C(=O)N1CCC(C(=O)NN2C(=O)NC3(CCCCC3)C2=O)CC1	-0.8	16.5	6.0	-7.2	0.2	0.6	2.2	-3.0	-0.3
O=C(Nc1ccc2c(c1)C(=O)NC2=O)c1ccc(S(=O)(=O)N2CCCC2)cc1	-7.3	-8.4	2.4	22.7	2.7	0.4	-8.2	11.6	4.7
COc1c(O)cnn(-c2ccccc2)c1=O	4.4	19.2	-44.4	14.9	-0.9	0.2	-0.2	-19.7	1.8
CCOc1ccc(N/C(=N/c2nc(C)cc(C)n2)NC(=O)CC)cc1	-1.2	0.2	-34.5	-15.9	0.2	-0.5	-5.8	-2.0	5.3
CC1=C(C)/C(=N\OC(=O)/C=C/c2ccccc2)C=CC1=O	-0.6	3.1	8.0	-7.0	1.5	1.8	-2.9	3.4	3.0
Cc1cccc2cc(CN(Cc3cccnc3)C(=O)c3ccccc3F)c(Cl)nc12	-2.9	-7.9	26.2	-14.7	-0.2	-1.8	-5.5	-1.1	5.2
O=c1c(-c2ccc3c(c2)OCCO3)coc2cc(OC3OC(CO)C(O)C(O)C3O)ccc12 (stereo not given)	-4.3	4.9	10.6	2.6	0.3	0.3	-2.1	-3.8	1.0
O=C(Oc1ccccc1Cl)c1ccc(N2CCOCC2)c([N+](=O)[O-])c1	-11.4	8.0	17.7	-13.9	5.0	5.8	-4.2	-2.8	9.5
Cc1ccc(C(=O)NCC(=O)NCc2ccccc2F)s1	-3.0	3.0	-9.1	-10.1	-0.5	0.4	-2.6	2.5	24.1
COc1cc(/C=N/NC(N)=O)ccc1OCC(=O)Nc1ccc(C)c(C)c1	0.2	0.5	9.9	-4.1	1.5	2.6	-1.1	9.3	4.8
O=C1C(Cl)=C(N2CCCCCC2)C(=O)N1c1ccc(Cl)cc1	1.3	-11.3	10.9	-6.9	-0.4	-2.2	-6.7	6.6	5.7
COCCOC(=O)c1c(NC(=O)CN2CCc3ccccc32)sc(C(N)=O)c1C	-0.6	4.0	-8.4	6.5	-0.6	-0.3	-1.2	-4.7	0.3
COc1cc(/C=C2\SC(=O)N(CC(=O)Nc3ccccc3F)C2=O)cc(Cl)c1O	-15.3	18.2	8.4	13.7	21.6*	17.3	5.2	-11.9	36.0
O=C(CCCSc1nc2ccccc2s1)NCc1ccc2c(c1)OCO2	-7.7	-11.3	0.2	-21.1	0.5	-1.7	-12.3	-0.5	-1.1
Cc1c(C(=O)N2CCOCC2)oc2ccc(S(=O)(=O)N3CCCCCC3)cc12	-2.2	4.6	-18.2	-8.5	3.3	1.5	-1.7	2.2	4.2
COc1ccc(/C=C/C(=O)OCC(=O)NC2CCS(=O)(=O)C2)cc1 (stereo not given)	-5.7	5.4	-7.8	-5.1	-0.1	0.0	-0.9	5.2	0.5

# 3 structures out of the list, sorted by formula weight, lowest first.
SMILES	OXTR potentiator	M1 PAM	TAAR1 antag	CHO parental Ca	V1R ag counter	OXTR ag	CHRM1 agonist	CHRM1 antagonist	TAAR1 agonist
CC1CC(C)CN(C(=O)CNC(=O)c2ccc3ccccc3c2)C1 (stereo not given)	-0.8	9.9	-12.7	-10.2	2.9	0.7	-0.7	-15.4	0.7
O=C1C(Cl)=C(N2CCCCCC2)C(=O)N1c1ccc(Cl)cc1	1.3	-11.3	10.9	-6.9	-0.4	-2.2	-6.7	6.6	5.7
CC(=O)c1ccc(N2CCN(CC(=O)Nc3ccc(N4CCOCC4)cc3)CC2)cc1	-10.1	nt	nt	-3.0	0.1	0.3	nt	nt	nt
